Source: PubChem (several laboratories)
TPT1 inhibitor = inhibitors of Candida albicans tRNA 2'-phosphotransferase TPT1. 0.81% of 300,000 active. recombinant caTPT1, FP RNA substrate dephosphorylation. AID 1962. inhibition, % at 5 µM;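 active = inhibition above the mean of all tested compounds plus 3 SD, set per screening campaign, cut at about 24% in these data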;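 also: plate controls were DMSO alone for no effect and ferristatin control at 100 nM for full effect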
Fam108B inh = counter-screen for RBBP9 inhibitors: inhibitors of mouse Fam108B. recombinant Fam108B, FP-Rh probe fluorescence polarization. inhibition, % at 9.51 µM. 0.33% of 300,000 active. AID 1947;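 active = inhibition above the screen mean inhibition plus 3 SD, computed separately per campaign, cut at about 18% in these data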;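 also: inhibitors lower polarization as less probe binds the enzyme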
Bcl-xL primary = inhibitors of human Bcl-xL; Q07817; GST-Bcl-xL / FITC-Bim BH3 peptide fluorescence polarization; inhibition, % at 10.9 µM; 0.7% of 320,000 active;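 active = inhibition above the mean of all tested compounds plus 3 SD, cutoff set per campaign, cut at about 30% in these data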;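 also: 0% = DMSO wells and 100% = unlabeled Bim-BH3 peptide competitor; inhibitors lower millipolarization by displacing the labeled peptide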
Target sequence (Q07817 whole entry, looked up): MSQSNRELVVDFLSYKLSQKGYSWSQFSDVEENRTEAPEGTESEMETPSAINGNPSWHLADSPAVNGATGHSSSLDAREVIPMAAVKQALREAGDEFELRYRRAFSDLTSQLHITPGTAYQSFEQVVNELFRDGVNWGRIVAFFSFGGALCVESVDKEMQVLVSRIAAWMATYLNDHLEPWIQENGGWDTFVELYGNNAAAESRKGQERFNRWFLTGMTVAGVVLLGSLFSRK
GSTO1 inh = GSTO1 inhibition, counter-screen for RBBP9 inhibitors. P78417. recombinant GSTO1, activity-based probe fluorescence polarization. inhibition, % at 5.96 µM. 1.1% of 300,000 active. AID 1974;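 active = inhibition above the campaign mean inhibition plus 3 SD, cut at about 35% in these data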;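 also: 0% = GSTO1-1 with DMSO and 100% = wells lacking GSTO1-1 enzyme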
GLD-1 TGE inh = GLD-1-TGE RNA interaction inhibition (C. elegans); Q17339; purified GLD-1 + fluorescein TGE RNA, fluorescence polarization; inhibition, % at 5.96 µM; 0.44% of 320,000 active;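 active = percent inhibition above a per-plate cutoff, the plate mean of test compounds plus 3 SD, cut at about 30% in these data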;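 also: 0% = DMSO wells with GLD-1 and probe and 100% = wells lacking GLD-1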
PME-1 primary = PME-1 (human) inhibition. recombinant PME-1, FP-Rh probe fluorescence polarization. inhibition, % at 5.9 µM. 0.53% of 320,000 active;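 active = inhibition above the campaign mean of all compounds plus 3 SD, cut at about 26% in these data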;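 also: competitive labeling of PME-1 active site by serine hydrolase directed probe; 0% = PME-1 with DMSO and 100% = wells lacking PME-1 enzyme; inhibitors block probe labeling so polarization falls and inhibition rises; many of its hits are not listed in these tables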
Target sequence (Q9Y570 whole entry, looked up): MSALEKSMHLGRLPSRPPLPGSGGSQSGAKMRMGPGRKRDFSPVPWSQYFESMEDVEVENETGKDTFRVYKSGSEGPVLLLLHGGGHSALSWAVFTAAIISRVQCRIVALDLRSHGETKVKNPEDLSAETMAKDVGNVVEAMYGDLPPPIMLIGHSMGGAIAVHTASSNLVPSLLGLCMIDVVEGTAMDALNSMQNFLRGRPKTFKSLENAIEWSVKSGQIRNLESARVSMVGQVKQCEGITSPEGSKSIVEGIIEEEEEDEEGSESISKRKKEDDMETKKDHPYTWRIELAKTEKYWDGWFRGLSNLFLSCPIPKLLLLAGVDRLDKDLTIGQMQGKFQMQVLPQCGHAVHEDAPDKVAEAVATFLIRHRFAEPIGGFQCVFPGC
PAD4 inh = inhibitors of human PAD4 | inhibition, % at 6.36 µM | recombinant PAD4, RCA probe fluorescence polarization | 0.41% of 330,000 active;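 active = percent inhibition above a cutoff equal to the mean of all tested compounds plus 3 SD, cut at about 15% in these data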;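 also: 0% = PAD4 with RCA probe and DMSO and 100% = probe without PAD4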
MCL1-BIM inh = inhibitors of human MCL1 binding to BIM-BH3 peptide. inhibition, % at 10.9 µM. AID 2057. GST-MCL1 / FITC-Bim-BH3 fluorescence polarization. Q07820. 0.68% of 320,000 active;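 active = inhibition above the mean inhibition of all tested compounds plus 3 SD, set per campaign, cut at about 40% in these data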;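 also: 0% = DMSO wells and 100% = unlabeled Bim-BH3 peptide control; higher means more loss of mP so more displacement of Bim peptide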
MEX-5 binding = C. elegans MEX-5 TCR-2 RNA binding activity | MEX-5/FITC-TCR2 RNA binding, fluorescence polarization; hits give low values | Q9XUB2 | activity score (negative = inhibition of binding), % at 10 µM | 0.38% of 300,000 active;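 active = inhibition past about -25% in most replicates, and total fluorescence under double the plate's negative control median, limit read from the data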;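 also: 0% = DMSO and -100% = 5 µM competing unlabeled TCR2 RNA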
Target sequence (Q9XUB2 whole entry, looked up): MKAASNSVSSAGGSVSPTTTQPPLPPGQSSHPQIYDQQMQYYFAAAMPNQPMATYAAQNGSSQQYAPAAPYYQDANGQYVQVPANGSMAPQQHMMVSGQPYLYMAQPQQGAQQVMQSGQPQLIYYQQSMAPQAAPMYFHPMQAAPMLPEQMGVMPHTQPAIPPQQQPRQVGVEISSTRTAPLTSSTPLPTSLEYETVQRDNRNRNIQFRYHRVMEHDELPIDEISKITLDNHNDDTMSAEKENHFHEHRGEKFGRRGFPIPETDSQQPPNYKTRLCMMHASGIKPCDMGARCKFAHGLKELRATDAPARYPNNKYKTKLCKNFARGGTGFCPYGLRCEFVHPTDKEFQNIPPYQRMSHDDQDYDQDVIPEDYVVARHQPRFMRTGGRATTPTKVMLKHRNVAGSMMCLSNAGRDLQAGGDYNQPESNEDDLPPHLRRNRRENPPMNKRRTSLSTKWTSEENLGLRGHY
* = called active by the depositor; / = not tested or not shown. An excerpt. The share of hits here may be higher or lower than overall.

SMILES	TPT1 inhibitor	Fam108B inh	Bcl-xL primary	GSTO1 inh	GLD-1 TGE inh	PME-1 primary	PAD4 inh	MCL1-BIM inh	MEX-5 binding
CCOc1ccc(-n2c(C)c(C(C)=O)c(C(C)=O)c2C)cc1	-4	-8	1	9	2	-1	8	12	1.5
CC(=O)Nc1nc(C)c(-c2csc(Nc3ccc(S(N)(=O)=O)cc3)n2)s1	-3	0	8	8	3	-3	2	-2	0.3
COC(=O)c1ccc(OC)c(CN2CCCN(Cc3cc(C)ccc3C)S2(=O)=O)c1	0	5	5	-11	-1	-7	0	-3	1.1
O=C(CC1C(=O)NCCN1Cc1ccccc1)NCCC1=CCCCC1 (configuration not stated)	-1	-2	18	8	5	-1	-5	17	1.2
Cc1cc(NC(=O)c2ccc(NC(=O)C3CC3)cc2)no1	3	0	-4	9	4	-1	0	-7	-3.9
O=C(Nc1sc2c(c1C(=O)NCCO)CCCC2)c1ccco1	1	11	1	-6	-2	-6	-7	-5	-1.5
CCN(CC(=O)Nc1cc(S(=O)(=O)N2CCOCC2)ccc1C)Cc1ccccc1	2	0	2	-5	3	9	-3	3	0.5
CC(=O)Nc1cccc(NC(=O)C2CC3CCC2C3)c1 (configuration not stated)	0	4	1	3	-13	4	0	-1	-0.6
Cc1ccc(NC(=O)c2ccc(Cn3cc(Br)cn3)o2)cc1	0	0	2	0	5	0	-1	3	-1.1
CCOCC(O)CNC(=O)c1ccc(OC2CCN(C(=O)c3cccnc3)CC2)cc1 (configuration not stated)	0	5	-2	-1	7	-2	1	0	2.8
COc1ccc(OCCC(=O)OCC(=O)NCc2ccc(F)cc2)cc1	-1	1	3	5	6	5	1	5	2.9
O=C(NCCN1CCOCC1)c1c(F)c(F)c(F)c(F)c1F	-3	-2	-1	4	-10	2	-3	-6	2.1
COCCN(C(=O)CSc1nnc(C)n1-c1ccccc1)c1c(N)n(Cc2ccccc2)c(=O)[nH]c1=O	-2	-4	1	7	-3	3	-3	-9	1.5
CCN(CC)CCN1C(=O)c2oc3ccccc3c(=O)c2C1c1ccccc1 (configuration not stated)	-2	-3	9	3	0	4	-5	12	-3.3
Oc1ccccc1/C=N/n1c(COc2ccccc2)n[nH]c1=S	-2	4	-14	11	-1	1	-6	-17	-1.0
Nn1c(SCc2ccc(F)cc2)nnc1-c1cccnc1	-1	7	3	1	3	-5	2	-2	1.1
CN(CC(=O)NC1CCN(Cc2ccccc2)CC1)S(=O)(=O)c1ccc(Cl)cc1	/	/	1	/	6	3	1	2	/
Cc1cc(O)c(C(=O)Nc2cccc(Cl)c2)c(=O)n1C	-3	-4	8	4	5	3	-1	7	0.5
Cc1ccn2c(Nc3ccccc3C)c(-c3cccnc3)nc2c1	-1	-5	2	3	-7	3	3	-1	-0.2
O=C(CCc1nc2ccccc2c(=O)[nH]1)NNC(=O)COc1ccccc1Cl	0	2	1	2	3	-3	-4	-2	0.2

Single records, as listed above. Order of screens: TPT1 inhibitor	Fam108B inh	Bcl-xL primary	GSTO1 inh	GLD-1 TGE inh	PME-1 primary	PAD4 inh	MCL1-BIM inh	MEX-5 binding
Record of Nn1c(SCc2ccc(F)cc2)nnc1-c1cccnc1 : -1	7	3	1	3	-5	2	-2	1.1
Record of COc1ccc(OCCC(=O)OCC(=O)NCc2ccc(F)cc2)cc1 : -1	1	3	5	6	5	1	5	2.9
Record of O=C(CCc1nc2ccccc2c(=O)[nH]1)NNC(=O)COc1ccccc1Cl : 0	2	1	2	3	-3	-4	-2	0.2

More entries follow.
SMILES	TPT1 inhibitor	Fam108B inh	Bcl-xL primary	GSTO1 inh	GLD-1 TGE inh	PME-1 primary	PAD4 inh	MCL1-BIM inh	MEX-5 binding
Cc1ccc(C(C)C)c(OCCN2CCc3ccccc3C2)c1	-2	-3	3	5	6	-1	-4	7	-0.5
O=C1C2C3C=CC(CC3)C2C(=O)N1c1ccc(F)cc1 (configuration not stated)	-1	-4	0	7	-1	-3	-2	3	-1.9
CCCc1nn2c(=O)cc(O)nc2s1	1	2	1	-1	1	0	-1	9	-1.4
CCn1nnc2cc(C(=O)Nc3cc(S(C)(=O)=O)ccc3Cl)ccc21	8	-4	13	0	1	0	-10	9	2.3
COc1cc(CNc2ncc(-c3ccc(Br)cc3)n2C)cc(OC)c1OC	1	0	6	6	2	4	-5	11	-2.9
COc1ccc(NC2=C(C)C(=O)CC2)cc1	4	-1	1	-3	3	-2	0	-4	0.8
Cc1nc(NC(=O)C2CC3CCCC(C2)C3=O)sc1C (configuration not stated)	-5	4	6	-1	4	-2	3	4	1.8
S=C(Nc1ccc(CN2CCCCC2)cc1)Nc1cccc(Cl)c1Cl	-2	-1	7	-4	-5	-4	-1	12	-0.9
CCOC(=O)C1=C(C)N(CCCC(=O)O)C(=O)NC1c1ccccc1OS(=O)(=O)c1ccccc1[N+](=O)[O-] (configuration not stated)	-2	1	1	25	-2	1	-5	0	-4.4
CC1(C)CC(=O)C2=C(C1)N(CCN1CCOCC1)C1=C(C(=O)CC(C)(C)C1)C2c1ccc(Cl)c([N+](=O)[O-])c1	-2	3	-1	7	6	-6	-4	-4	-0.6
Cc1ccccc1NC(=O)c1cccc(S(C)(=O)=O)c1	-1	-3	1	1	7	-5	-1	-7	1.5
CC(CN1CCCC1)OC(=O)c1cccc(F)c1 (configuration not stated)	0	4	3	1	-1	3	-9	2	-1.8
COc1ccc(N2CCC(CNC(=S)Nc3ccc(C)cc3C)C2)cc1 (configuration not stated)	-1	2	19	10	3	-1	1	3	2.2
O=C(NC1CCCCCCC1)c1c(Cl)cccc1Cl	-1	-2	3	-5	6	-7	-2	-2	0.3
COc1cc(C)ccc1OCc1cc(C(=O)N(Cc2nccn2C)C(C)C)no1	1	2	-2	8	5	-11	-7	-1	3.0
Cc1cccc(NC(=O)c2cccc(S(=O)(=O)N3CCCCC3)c2)c1	0	6	3	0	7	8	-1	6	0.7
O=C(NCc1ccccc1)c1onc(CSc2ccccc2)c1C(=O)NCC1CC1	-6	-26	17	-11	-1	-37	0	15	-2.3
O=C(CCCn1c(=S)[nH]c2cc3c(cc2c1=O)OCO3)NC1CC1	1	-2	0	12	4	-12	-2	2	1.8
COc1ccc(CNC(=O)C2CCC(CNS(=O)(=O)c3cccc4nsnc34)CC2)cc1 (configuration not stated)	0	0	1	1	0	-1	-1	-2	5.1
CC1(C)CC(=O)C2=C(C1)OC(N)=C([N+](=O)[O-])C2c1ccc(F)cc1 (configuration not stated)	0	0	0	5	5	5	-3	-1	-1.4
N#C/C(N)=C(/C#N)N=Cc1cccc(Cl)c1	2	1	7	-17	4	2	0	12	-4.1
COc1ccc(Nc2nc(-c3ccncc3)nc3ccccc23)cc1	0	0	2	-1	-3	6	-6	-4	4.1
COc1ccc(-c2cc(C(F)(F)F)n3nc(C(=O)Nc4c(C)n(C)n(-c5ccccc5)c4=O)c(Cl)c3n2)cc1	7	2	6	5	4	-6	-7	7	2.6
OC(Cc1nc2ccccc2[nH]1)c1ccccc1Cl (configuration not stated)	1	1	-1	4	-2	1	-3	7	1.2
CSc1nc(C)c2c(n1)N(c1ccc(F)cc1)CC2	1	-1	6	0	-4	3	-1	0	-2.4
CCOC(=O)CC(NC(=O)c1ccc(C)cc1)c1ccc(OC)cc1 (configuration not stated)	-5	3	7	0	4	-5	6	5	2.9
O=C(O)CCCCCN1C(=O)CCC1=O	-3	0	8	2	-1	4	2	6	1.0
CCOc1ccc(S(=O)(=O)N2CCCC(C(=O)N3CCN(CC)CC3)C2)cc1Cl (configuration not stated)	2	-2	5	7	-5	-1	2	-2	0.9
C=C(C)CCOC(=O)C(CC(=O)O)NCc1ccco1 (configuration not stated)	-1	-3	-1	-2	-2	-6	-2	2	-0.8
CCCCn1c(N)c(N(CC(C)C)C(=O)C2CCCO2)c(=O)[nH]c1=O (configuration not stated)	2	2	3	-4	2	-6	-1	-8	-1.3
O=C(NC1=NCCS1)c1cc2ccccc2o1	1	-6	-4	-6	-1	-8	1	-3	3.0
C=CCNCC(=O)N1N=C(c2ccc3ccccc3c2)CC1c1ccc(OC)cc1 (configuration not stated)	-1	3	8	-8	-5	2	1	-1	3.0
Cc1occc1C(=O)NC(C)CCc1ccccc1 (configuration not stated)	-1	2	6	4	4	0	-4	8	3.8
N#Cc1c(N2C(=O)c3ccc(C(=O)O)cc3C2=O)sc2c1CCCC2	1	0	5	-7	-2	-1	-1	-3	-1.7
CC1=C(C)CS(=O)N(S(=O)(=O)c2ccccc2)C1 (configuration not stated)	-8	9	6	-8	0	9	1	10	-3.5
CC(/C=N/NC(=O)c1ccc(Br)cc1)=C\c1ccccc1	-1	-8	7	6	5	-9	-5	5	1.6
CN(CC(=O)O)S(=O)(=O)c1ccc2c(c1)NC(=O)CC(=O)N2	-2	-1	2	-3	-4	1	3	1	-1.9
CN(C(=O)CCn1c(=S)oc2ccccc21)C1CCCCC1	-1	2	-4	-4	-4	0	5	-2	-2.1
Cc1cc(C)nc(NC(=O)c2ccc([N+](=O)[O-])o2)n1	2	1	0	0	-3	-2	-9	4	3.4
CCN1/C(=C/c2ccc3ccccc3[n+]2CC)C=Cc2ccccc21	18	-37	-5	-43	-109	-75	-72	-12	19
CCOc1cc(C2/C(=C(/O)c3ccc(OC(C)C)cc3)C(=O)C(=O)N2CCCOC)ccc1O (configuration not stated)	-2	-1	5	12	9	-6	0	1	0.6
COCCNC(=O)C1Nc2ccc(C(F)(F)F)cc2C2C=CCC12 (configuration not stated)	-3	2	1	3	2	4	-2	3	0.1
Cc1cc(NC(=O)CC(CN(C)S(=O)(=O)c2ccccc2)c2ccccc2)no1 (configuration not stated)	1	4	1	3	-1	-1	-3	-6	-0.6
CS(=O)(=O)N1CCC(C(=O)Nc2cccc(F)c2)CC1	0	2	4	3	4	-2	-3	1	1.9
CCn1c(CO)nc2c1c(=O)[nH]c(=O)n2Cc1ccccc1	-4	4	3	4	1	1	0	3	-0.8
CC(=O)Nc1ccc(-c2csc(NC(=O)Cc3cccc(F)c3)n2)cc1	2	-3	-1	-10	-1	-6	-3	-7	-2.6
CCCC(=O)Nc1nnc(S(=O)(=O)N(CC(C)C)c2ccccc2)s1	0	0	-1	4	5	0	-2	-5	1.9
N#CC1(NC(=O)CN2C(=O)NC(c3ccccc3)(c3ccccc3)C2=O)CCCC1	/	/	-1	/	0	7	1	1	/
COc1cc(C(=O)OCC(=O)Nc2nnc(-c3ccccc3)o2)cc(OC)c1OC	4	2	1	-3	-4	4	0	1	-4.0
O=C(OCC#CCSc1nnc(-c2ccncc2)o1)c1cccs1	-1	-2	-2	37*	4	-2	-1	-3	0.3

Continued.
SMILES	TPT1 inhibitor	Fam108B inh	Bcl-xL primary	GSTO1 inh	GLD-1 TGE inh	PME-1 primary	PAD4 inh	MCL1-BIM inh	MEX-5 binding
CC(NC(=O)c1ccccc1NC(=O)CN1CCN(c2ccccc2O)CC1)c1ccccc1 (configuration not stated)	/	/	-4	/	3	3	-6	3	/
COc1cc(OC)cc(C(=O)OCC(=O)NCCCc2ccccc2)c1	-4	-2	4	-7	-1	1	1	-6	0.1
CCOc1ccccc1NC(=O)CSc1nnc2ccc(-c3ccccn3)nn12	1	1	1	12	13	-1	-2	4	1.1
Cn1cnnc1SCC(=O)Nc1cccc(S(=O)(=O)N2CCOCC2)c1	0	1	1	2	-5	3	-6	3	1.4
COc1ccc(-c2cc(C(=O)Nc3ccc(S(N)(=O)=O)cc3)c3ccccc3n2)cc1OC	-2	-12	-4	-1	-8	-18	-3	-2	-2.2
CCCOc1ccc(C2C(=O)N(C3CCCCCC3)CC(=O)N2Cc2ccco2)cc1OC (configuration not stated)	-1	-1	4	1	0	-2	-6	6	1.4
